# FEN1 inh: qHTS Assay for the Inhibitors of Human Flap endonuclease 1 (FEN1). P39748. Recombinant FEN1 flap cleavage, fluorescence, 15 min. Potency, µM (titrated, usually from 114 µM), for inactives: at the highest dose activity change, negative = inhibition, actives largely listed as inhibitors. hit rate 0.35% among 390,000. AID 588795, 2011; further: nearly all actives have a fitted effect of over 65% in size
# Target sequence (P39748 whole entry, looked up): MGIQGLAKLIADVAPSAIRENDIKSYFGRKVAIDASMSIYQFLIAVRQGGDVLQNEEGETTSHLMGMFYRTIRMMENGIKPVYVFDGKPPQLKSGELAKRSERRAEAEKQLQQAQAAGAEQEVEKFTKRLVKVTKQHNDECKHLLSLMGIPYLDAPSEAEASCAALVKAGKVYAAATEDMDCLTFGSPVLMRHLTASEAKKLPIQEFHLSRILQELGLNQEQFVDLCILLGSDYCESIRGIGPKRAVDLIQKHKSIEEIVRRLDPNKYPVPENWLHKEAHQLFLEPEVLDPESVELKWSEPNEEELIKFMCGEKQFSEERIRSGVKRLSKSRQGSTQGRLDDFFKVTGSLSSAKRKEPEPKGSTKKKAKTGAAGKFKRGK
#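 Concentration–response screening of FEN1 (10 nM): 15 min compound preincubation at room temperature, reaction started with 50 nM substrate and read at 0 and 15 min. Corrected, normalized data were fitted by a four-parameter Hill equation.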
# N370S GC: qHTS Assay for Inhibitors and Activators of N370S glucocerebrosidase as a Potential Chaperone Treatment of Gaucher Disease. Lysosomal acid glucosylceramidase (Homo sapiens), P04062. N370S GC spleen homogenate, 4MU-glucoside fluorescence. Potency, µM (titrated, usually from 59.4 µM), without a hit: at the top dose activity change, negative = inhibition, usual class: inhibitors. hit rate 0.092% among 330,000. AID 2101, 2009;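 further: 0% = full enzyme activity and -100% = no enzyme basal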
# TDP1 block: qHTS Assay for Inhibitors of Tyrosyl-DNA Phosphodiesterase (TDP1); recombinant TDP1, AlphaScreen DNA substrate cleavage; Tyrosyl-DNA phosphodiesterase 1 (Homo sapiens), Q9NUW8; hit rate 0.28% among 350,000; AID 485290, 2010; Potency, µM (titrated, usually from 130 µM), for inactives: at the top dose activity change, negative = inhibition, actives largely listed as inhibitors; further: nearly all actives have a fitted effect of over 40% in size
# Target sequence (Q9NUW8 whole entry, looked up): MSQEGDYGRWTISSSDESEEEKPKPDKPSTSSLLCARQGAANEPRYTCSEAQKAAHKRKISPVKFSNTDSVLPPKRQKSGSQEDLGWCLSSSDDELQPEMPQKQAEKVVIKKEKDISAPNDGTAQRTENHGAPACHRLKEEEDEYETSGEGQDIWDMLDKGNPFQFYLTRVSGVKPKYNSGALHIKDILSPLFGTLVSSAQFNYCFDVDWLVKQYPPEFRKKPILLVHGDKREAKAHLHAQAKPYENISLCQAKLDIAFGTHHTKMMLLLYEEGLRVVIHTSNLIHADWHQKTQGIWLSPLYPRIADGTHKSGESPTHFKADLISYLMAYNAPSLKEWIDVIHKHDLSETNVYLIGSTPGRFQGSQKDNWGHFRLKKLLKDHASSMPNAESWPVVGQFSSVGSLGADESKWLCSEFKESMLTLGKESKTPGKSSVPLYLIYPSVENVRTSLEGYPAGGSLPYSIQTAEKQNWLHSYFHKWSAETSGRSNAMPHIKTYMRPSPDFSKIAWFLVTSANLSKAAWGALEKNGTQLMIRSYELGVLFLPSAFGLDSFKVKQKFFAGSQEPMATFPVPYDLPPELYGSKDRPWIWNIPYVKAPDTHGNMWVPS
#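 Here, a 5' biotin and 3' phosphotyrosine-FITC DNA oligonucleotide reports Tdp1 activity: intact substrate bridges AlphaScreen beads, while cleavage leaves a 3' phosphate and drops signal. All incubations at room temperature.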
# Starred values were filed as active, the others as inactive; u = inconclusive; x = not tested or not shown; & = joins results of further samples; [ ] = another dose, or the depositor's remark. The call rests on the fitted dose curve; in most records, active means well fitted curve in the direction sought with a large enough effect; inconclusive means small, poorly fitted or top-dose-only effect, or another doubt; inactive means no such curve, though single readings can be large; an effect the other way counts as inactive or inconclusive. Unless noted, on the % scale 0 is the no-effect control and ±100 the full control effect; potency means the concentration at half of the fitted maximal effect.
SMILES,FEN1 inh,N370S GC,TDP1 block
Nc1nonc1-n1nnc(C(=O)N/N=C/c2cccnc2)c1CSC1=NCCS1,-12%,-3%,7%
O=C(COC(=O)c1ccc(Cl)nc1)NCc1ccc(F)cc1,-2%,x,-3%
CC(C)(C)n1nnnc1CN1CCN(C2CCCC2)CC1,-10%,-1%,-2%
O=C(NCCc1nnc2ccc(NCc3cccnc3)nn12)c1ccccc1F,11%,-4%,3%
CCCC(=O)NC(c1ccccc1)c1c(O)ccc2ccccc12 (stereo not drawn),-1%,u,x
O=C1NN(c2cccc(Br)c2)C(=O)/C1=C\c1ccc(N2CCOCC2)cc1,-4%,-14%,x
COc1ccc(Oc2ccc(/C=N/NC(=O)c3cccnc3)cc2[N+](=O)[O-])cc1,12%,-23%,5%
O=c1ccc2cc(S(=O)(=O)N3CCCC3)ccc2[nH]1,-2%,x,5%
Nc1cc(=O)nc(SCC(=O)NCc2ccccc2)n1CCc1ccccc1,0%,1%,3%
COC(=O)c1ccc(N2C(=O)CC(N(C)CCc3ccc(OC)c(OC)c3)C2=O)cc1 (stereo not drawn),-7%,3%,-4%
O=C(Nc1cccc2c1CCCC2)c1ccco1,5%,15%,-10%
OCCNC(=S)c1ccccc1,0%,3%,5%
CCOC(=O)C1CCCN(C(=O)CCn2nnnc2CN2CCOCC2)C1 (stereo not drawn),2%,-2%,2%[56.1 µM]
COc1ccc(NC(=O)c2ccc(Cl)cc2)c[n+]1[O-],6%,-7%,x
CCCC(=O)N1c2ccccc2C(=C2SC(C(=O)OC)=C(C(=O)OC)S2)C(=S)C1(C)C,6%,21%,11%
COc1ccc(S(=O)(=O)N2CCOC2CNC(=O)C(=O)NCCN(C)C)cc1 (stereo not drawn),20%,-16%,3%
O=C(COC(=O)COc1ccc(Cl)cc1)NCc1ccc2c(c1)OCO2,0%,x,1%
Cc1ccccc1C(=O)c1cccn1CC(=O)NC(C)c1ccc2c(c1)OCCO2 (stereo not drawn),-3%,10%,7%
Cc1ccc(-c2cn3c(n2)sc2cc(C(=O)N4CCCCC4)ccc23)cc1,-7%,x,-1%
COc1ccc(NC(=O)c2cccnc2C(=O)O)c(OC)c1,-15%,12%,4%
COc1cnc(-c2ccccn2)nc1N(C)C,3%,6%,9%
CCC(C)NC(=O)CN1C(=O)C(CC)Sc2ccccc21 (stereo not drawn),-3%,-5%,-2%
COCCN(CC1CCCN(C2Cc3ccccc3C2)C1)C(=O)c1ccc(C(C)=O)cc1 (stereo not drawn),9%,0%,3%
CCCN(CCC)CC(C)(C)NS(=O)(=O)c1ccc(Cl)cc1,-10%,-8%,x
FC(F)(F)c1cc(Oc2ccccc2Cl)nc(-c2ccccn2)n1,4%,17%,4%

# More results follow.
SMILES,FEN1 inh,N370S GC,TDP1 block
O=C(/C=C/c1cccs1)N1CCN(c2ccccc2F)CC1,-2%,12%,-2%
CCCC/S(CC1CC1(Cl)Cl)=N\S(=O)(=O)c1ccc(C)cc1 (stereo not drawn),-3%,-22%,5%
Cc1ccc(-c2cc(N)nc(-c3ccccc3)c2)cc1,-7%,-15%,10%
O=[N+]([O-])c1ccccc1NCCOc1ccccc1,-5%,-4%,8%
O=C(COc1ccc(S(=O)(=O)NC2CCCCC2)cc1)NC1CCCCC1,0%,3%,-2%
CCn1cc(CN2CCCC(CNS(=O)(=O)c3cccc4cccnc34)C2)cn1 (stereo not drawn),3%,-12%,0%
Oc1[nH]c2ccccc2c1C1=NCCCCC1,6%,-5%,7%
N#Cc1ccc(Oc2nc(C(N)=O)cc(-c3ccccc3)n2)cc1,-18%,10%,4%
c1ccc2c(CCNc3ncnc4nc[nH]c34)c[nH]c2c1,-14%,14%,3%
COC(=O)c1cc(COc2ccc3c(c2)oc(=O)c2ccccc23)c(C)o1,-3%,-3%,5%
Cn1c(=O)c2[nH]c(SCc3ccccn3)nc2n(C)c1=S,x,16%,1%
CC1=NN(c2ccc(C)c(C)c2)C(=O)C1C(c1cccc(O)c1)C1C(=O)N(c2ccc(C)c(C)c2)N=C1C (stereo not drawn),u,-9%,8%
CCCSc1nnc(NC(=O)Nc2ccc(F)cc2)s1,-6%,0%,-3%
c1ccc2c(c1)OCC(c1nn3c(Cn4nnc5ccccc54)nnc3s1)O2 (stereo not drawn),-3%,21%,x
Cc1nc(SCc2ccccc2)n[nH]1,0%,-8%,x
CC(C)NC(=O)NC(=O)CSc1nnc(COc2ccccc2Cl)o1,-6%,0%,0%
CCN(c1ccccc1)c1cc2ccccc2c(=O)[nH]1,-17%,u,2%
COC(=O)CN1C(=O)[C@H]2[C@@H](c3ccc(C)o3)N3C(=O)CN(Cc4ccccc4)C(=O)[C@@]3(C)[C@H]2C1=O,-23%,6%,x
CCCc1nnc(SCC(=O)Nc2ccc(C(=O)OCC)cc2)o1,-1%,-3%,7%
COCCN1C=C(C(=O)OC)C(c2ccc3c(c2)OCO3)C(C(=O)OC)=C1,-5%,4%,-2%
CCOC(=O)Cn1nc(C)n(-c2ccc(C(C)C)cc2)c1=O,-1%,6%,0%
Cc1ccccc1N(CC(=O)NCc1ccc2c(c1)OCO2)C(=O)C1CSC(=O)C1 (stereo not drawn),1%,-5%,0%
CCn1c(CNC(=O)c2ccccc2F)cc2cc(C)ccc21,0%,-6%,x
O=C(Nc1ccc(F)cc1)Nc1ccc(NC(=O)c2ccccc2O)cc1,1%,4%,x
O=C(NCc1ccc2c(c1)OCO2)C1CCC(CNc2c(N3CCCCC3)c(=O)c2=O)CC1 (stereo not drawn),-4%,0%,4%

# Entries of single compounds from above. Order of screens: FEN1 inh | N370S GC | TDP1 block
# Profile of c1ccc2c(c1)OCC(c1nn3c(Cn4nnc5ccccc54)nnc3s1)O2 (stereo not drawn) = -3% | 21% | x
# Profile of COCCN1C=C(C(=O)OC)C(c2ccc3c(c2)OCO3)C(C(=O)OC)=C1 = -5% | 4% | -2%
# Profile of O=C(Nc1ccc(F)cc1)Nc1ccc(NC(=O)c2ccccc2O)cc1 = 1% | 4% | x

# (list continues)
SMILES,FEN1 inh,N370S GC,TDP1 block
Cc1ccc(NC(=O)NCCCN2CCCC2=O)cc1,-12%,9%,3%
CCCC(Oc1ccc(Br)cc1)c1nc2c3cc(OC)c(OC)cc3nc(=S)n2[nH]1 (stereo not drawn),-8%,1%,5%
CCCN(CCC)S(=O)(=O)c1ccc(C(=O)Nc2nnc(COC)o2)cc1,-3%,0%,10%
COc1ccc(-n2c(=S)[nH]c3cc(C(=O)Nc4cccc(C)c4)ccc3c2=O)cc1,2%,5%,2%
O=C(NCc1ccco1)c1ccc2c(c1)N(Cc1ccccc1)C(=O)c1ccccc1S2(=O)=O,-21%,x,0%
CC(=O)N1CCc2cc(CNC(=O)Nc3ccc(Br)c(C)c3)ccc21,6%,x,2%
COc1ccc(-c2csc3nc(-c4ccccc4)oc(=O)c23)cc1OC,-9%&14%,31%,4%&1%
COc1ccc(-c2cn3nc(N4CCC(C(=O)Nc5cccc(Cl)c5)CC4)sc3n2)cc1,17%,x,-1%
COc1ccc(C2CC(c3cccs3)=NN2C(=O)COC(=O)c2cncc(Br)c2)cc1OC (stereo not drawn),-10%,5%,5%
Cc1cc(/C=N/NC(=O)c2cccc([N+](=O)[O-])c2)c(C)n1-c1ccc(Cl)cc1Cl,2%,1%,6%
CN(C)C(CNC(=O)c1cc(S(=O)(=O)N(C)c2ccccc2)ccc1Cl)c1cccs1 (stereo not drawn),3%,-4%,4%
CC(=O)c1cccc(NC(=O)C2CCN(c3nnc(-n4cccc4)s3)CC2)c1,-13%,x,0%
Cc1cc(C(=O)OCC(=O)Nc2ccccc2C(F)(F)F)on1,-2%,x,1%
O=C1C(C=Nc2ccc(F)cc2)=C(O)c2ccccc21,5%,-1%,5%
CCc1nnc(NC(=O)CSc2nnc(C)n2-c2ccc(C)cc2)s1,0%,5%,-5%
COc1ccc(OC)c(/C=N/NC(=O)CCc2c(C)n[nH]c2C)c1,7%,u,10%
CCc1cc2c(-c3ccccc3)cc(=O)oc2cc1OC(C)C(=O)O (stereo not drawn),-1%,-3%,2%
CN(C)CCNC(=O)C(=O)NCC1OCCN1S(=O)(=O)c1ccc([N+](=O)[O-])cc1 (stereo not drawn),5%,18%,5%
O=C(OCn1ncc(Br)c(Br)c1=O)c1ccc(F)cc1,-1%,-1%,2%
CCOC(=O)Cn1cnc2onc(-c3ccc(F)cc3)c2c1=O,-2%,x,1%
CCOC(=O)c1cnc2c(C)cc(C)cc2c1Nc1ccc(OCc2ccccc2)cc1,-11%,x,2%[12.3 µM]
CC(C)C(OC(=O)C1CCCO1)C(=O)NC1CCCC1 (stereo not drawn),-1%,-1%,-2%
CN1CCN(CC(=O)Nc2cccc(S(=O)(=O)N(C)c3ccccc3)c2)CC1,-4%,x,0%
CCN(CC)CCN(C)C(=O)c1ccc(OC2CCN(C(=O)C3CC3)CC2)cc1,14%,2%,-5%
CC1(C)Cc2c(sc(NC(=O)C(=O)NCC3CCCO3)c2C(N)=O)CO1 (stereo not drawn),-19%,-20%,4%

# Given as labelled records: entries from further up
CC(C)C(OC(=O)C1CCCO1)C(=O)NC1CCCC1 (stereo not drawn)
  FEN1 inh: -1%
  N370S GC: -1%
  TDP1 block: -2%

CN1CCN(CC(=O)Nc2cccc(S(=O)(=O)N(C)c3ccccc3)c2)CC1
  FEN1 inh: -4%
  N370S GC: x
  TDP1 block: 0%

CCN(CC)CCN(C)C(=O)c1ccc(OC2CCN(C(=O)C3CC3)CC2)cc1
  FEN1 inh: 14%
  N370S GC: 2%
  TDP1 block: -5%

CC1(C)Cc2c(sc(NC(=O)C(=O)NCC3CCCO3)c2C(N)=O)CO1 (stereo not drawn)
  FEN1 inh: -19%
  N370S GC: -20%
  TDP1 block: 4%

# The listing picks up with the 2 entries that preceded the break.
SMILES,FEN1 inh,N370S GC,TDP1 block
CCN(CC)CCN(C)C(=O)c1ccc(OC2CCN(C(=O)C3CC3)CC2)cc1,14%,2%,-5%
CC1(C)Cc2c(sc(NC(=O)C(=O)NCC3CCCO3)c2C(N)=O)CO1 (stereo not drawn),-19%,-20%,4%
CCOc1ccc(N2C(=O)/C(=C/c3ccccn3)SC2=S)cc1,-3%,4%,3%
CCOC(=O)c1cc(NC(=O)CNCC(c2ccccc2)N(C)C)cc(C(=O)OCC)c1 (stereo not drawn),11%,-27%,x
CCn1nnc2cc(C(=O)Nc3cccc(Cl)c3C)ccc21,0%,x,0%
Cc1ccc(CNC(=O)N2CCN(C)CC2)cc1,-3%,17%,0%
O=C(OC1CCOC1=O)c1cc(-c2ccc(Cl)cc2)nc2ccccc12 (stereo not drawn),u,13%,0%
CC1(C)O[C@@H]2[C@H](O1)[C@@H](COS(=O)(=O)O)O[C@H]2n1ccc(=O)[nH]c1=O,0%,x,0%
O=C(Nc1ccccc1)N(C1=NCCC1)c1ccc(OC(F)F)cc1,-13%,-16%,-2%
C[C@]12CCC(=O)C=C1CC[C@@H]1C2[C@@H](O)C[C@@]2(C)[C@H]1CC[C@]2(O)C(=O)CO (stereo partly drawn),x,-4%&1%,7%
Cc1cc(Br)ccc1OCCCCN1CCC(C)CC1,-4%,-14%,-3%
C(=NCCCN1CCOCC1)c1ccc2c(c1)OCO2,9%,-2%,-2%
CCCC(=O)Nc1ccc(C(=O)Nc2nnc(COC)s2)cc1,-14%,-10%,6%
CCOC(=O)[C@H]1O[C@@H]1C(=O)N[C@@H](CC(C)C)C(=O)NCCC(C)C,21%,8%,3%
CC(=O)c1ccc(NC(=O)/C(=C\c2ccccc2)NC(=O)/C=C/c2ccccc2)cc1,-10%,3%,-2%
Cc1ccc(-c2c(CN3CCN(c4cccc(C(F)(F)F)c4)CC3)csc2C)cc1,-12%,x,3%
NC1=NC[C@@H](CC2CCCCC2)N1CCc1cc(C(F)(F)F)cc(C(F)(F)F)c1,2%,x,2%
Cc1ccc(CN(Cc2ccco2)c2cnc(S(C)(=O)=O)nc2C(=O)Nc2ccc(Br)cc2)o1,0%,x,8%
COc1ccc(/C(O)=C2\C(=O)C(=O)N(CCCN(C)C)C2c2ccccc2F)cc1Cl (stereo not drawn),x,0%,0%
CN1CCC(OC(=O)c2cc3cc(Br)ccc3oc2=O)CC1,-14%,-20%,x
CCOc1nc(OCC)nc(N2CCC(C)CC2)n1,-1%,8%,-8%
Cc1ccccc1CNC(=O)c1ccc2c(c1)N(Cc1ccccc1)CCS2,-6%,x,1%
COC(=O)c1ccccc1NC(=O)CN1CCCCC1,-2%,-11%,-3%
COc1ccc(-c2nnc(NC(=O)c3ccc(S(=O)(=O)N4CCCc5ccccc54)cc3)o2)cc1,-10%,-1%,13%
CCOC(=O)c1cnc(-n2nc(C)cc2C)nc1Nc1cccc(C(=O)O)c1,4%,3%,6%
O=C(NC1=NCCS1)c1ccc(Cl)s1,1%,5%,1%
CCOc1ccc(C(=O)NC(=S)Nc2ccc(NC(=O)c3ccco3)cc2)cc1[N+](=O)[O-],12%,9%,4%

# Assay outcomes from PubChem.
